GSIS activator: GLuc luminescence reporter in INS-1E cells, primary screen for activators of glucose-dependent secretion of insulin; INS-1E GLuc reporter insulin secretion, 2-3 h; activation, % at 16.6 µM; actives 0.61% (n = 370,000); AID 743287;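 active = lowest replicate activation of at least 40%, so every replicate reaches that level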;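 note: 0% = median of neutral control wells and 100% = median of IBMX positive control wells; some compounds called inactive have numbers as strong as hits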
ARNT-TACC3 inh: ARNT/TACC3 interaction disruption; Q9Y6A5; AlphaScreen His-ARNT PAS-B/GST-TACC3 binding, luminescence; TACC3 fragment carries E629A point mutation; inhibition, % at 9.99 µM; actives 0.66% (n = 390,000); AID 623870;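 active = mean inhibition of replicates at least 50% and at least half of replicates each reaching 50%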;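 note: 0% = complete ARNT plus TACC3 wells and 100% = ARNT alone without TACC3; many hits fall short of the cut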
Cneo AK release: causes C. neoformans cell lysis; AID 651654; actives 0.2% (n = 360,000); adenylate kinase release luminescence, 4 h; normalised: neutral wells 0, clomiphene wells 100; lysis activity, % at 15 µM;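 active = mean lysis activity across replicates of at least 80%, whatever share of replicates individually reach that level; inactive = mean lysis activity below 80%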
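Schedule: static 4 h at 37 °C with compound, 1 h detection; system: C. neoformans cells; benchmarks: Clomiphene as positive control; buffer or medium: fresh YPD medium; measure: luminescence rise reflecting yeast cell lysis; measured by: luminescent adenylate kinase detection reagent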
PglD DTNB: blocks C. jejuni PglD acetyltransferase activity. actives 0.098% (n = 360,000). AID 602405. purified PglD enzyme, DTNB colorimetric CoA detection. inhibition, % at 12.5 µM; in the data active = inhibition above about 16%, passing the limit was not always enough; note: strong numbers were not always called active
PAX8 inh HTS: inhibitors of PAX8 transcriptional activity in RMG-I cells. RMG-I TPO-luciferase reporter, SteadyGlo, 24 h. AID 652154. actives 1.2% (n = 360,000). inhibition, % at 12.6 µM;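 active = mean replicate inhibition at least 60% with every replicate also reaching 60%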;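 note: luciferase light reporting Pax8 driven TPO promoter activity; plate controls were median of neutral control wells for no effect and mitoxantrone controls for full effect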
Statin myotox sup: suppression of simvastatin myotoxicity; C2C12 myotubes + simvastatin, ATP luminescence, 48 h; scaled: DMSO 0, geranylgeraniol control 100; rescue of ATP level, % at 7.49 µM; actives 0.78% (n = 330,000);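 active = mean ATP rescue above about 67%, or every replicate alone reaching that limit, limit read from the data, passing the limit was not always enough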;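 note: myotubes were challenged with 10 µM simvastatin during compound exposure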
LGR2 inh: blocks bursicon-induced cAMP signaling via Drosophila LGR2; HEK293 LGR2, CRE-luciferase, bursicon-stimulated, 4 h; inhibition, % at 9.99 µM; actives 0.35% (n = 380,000); AID 720647;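 active = drop in luminescence signal, shown as inhibition above about 50% in the replicate tests, limit read from the data, passing the limit was not always enough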;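 note: agonist challenge used bursicon conditioned medium at about half maximal strength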
PGC1a acetyl inh: PGC1a acetylation modulation, inhibitor mode | U2OS PGC1a acetylation, AlphaScreen anti-acetyl-lysine; with virally co-expressed GCN5 acetyltransferase | inhibition, % at 15.6 µM | actives 0.17% (n = 350,000) | AID 651687;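 active = every replicate shows inhibition of at least 40%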;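 note: 0% = neutral control wells and 100% = positive control wells; some results beyond the cut were filed as inactive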
An asterisk follows results filed as active; · = no result given.

SMILES	GSIS activator	ARNT-TACC3 inh	Cneo AK release	PglD DTNB	PAX8 inh HTS	Statin myotox sup	LGR2 inh	PGC1a acetyl inh
O=C(c1ccc(OC2CCN(Cc3ccccn3)CC2)cc1)N1CCC[C@H]1CO	8	8	0	0	-4	·	-5	2
Cc1cccc(C)c1NC(=O)NC1CC2CCC(C1)N2Cc1cccs1 (stereo not given)	1	-2	-7	-3	·	0	9	-8
O=C(NC1CC1)c1ccc(CN(c2ccccc2)S(=O)(=O)c2ccccc2)cc1	0	17	·	·	12	·	-5	·
C[C@@H]1CN([C@H](C)CO)C(=O)c2cccc(NC(=O)Nc3ccccc3)c2O[C@@H]1CN(C)Cc1ccc(C(=O)O)cc1	-1	11	-1	-5	0	-7	-13	4
COc1ccc(CN2c3cc(S(=O)(=O)N4CCOCC4)ccc3N3CCCC32)cc1 (stereo not given)	·	-3	-1	1	·	-16	·	-1
C[C@H](O)C#Cc1ccc2c(c1)O[C@H](CN(C)Cc1cccnc1)[C@@H](C)CN([C@@H](C)CO)S2(=O)=O	0	-2	-2	2	·	6	8	2
C[C@@H]1CN([C@H](C)CO)C(=O)Cc2cc(NC(=O)CCCCCC(=O)Nc3ccccc3N)ccc2O[C@@H]1CN(C)S(=O)(=O)c1cccs1	0	3	6	2	4	56	-6	1
COc1ccc(CN2CCCN(C)CC2)c(OC)c1C	3	-3	1	7	-21	7	4	1
CC(=O)N1CCN(Cc2nc3ccc(Cl)cc3n2CCO)CC1	1	0	-7	0	10	1	-7	7
O=C(COC(=O)c1ccc(Br)o1)Nc1ccc(F)cc1[N+](=O)[O-]	25	-6	0	3	2	-3	30	5
CCCn1c(SCc2nc(N)nc(N3CCCCC3)n2)nc2c1c(=O)n(C)c(=O)n2C	10	-5	·	·	-3	·	-1	4
CCCCc1ccc(NC(=O)CSc2nnc(CNC(=O)c3ccco3)o2)cc1	-27	-8	3	-2	-4	9	-2	-4
N#Cc1cccc(-c2ccc3c(c2)[C@H]2[C@H](CCN2S(=O)(=O)c2ccc(F)cc2)[C@@H](CO)N3)c1	13	7	3	-7	-13	-2	-10	1
C=CCn1cc(C(=O)NCc2ccc3c(c2)OCO3)c(=O)c2cc(S(=O)(=O)N(CC)CC)ccc21	-32	-1	-1	2	·	·	-4	-6
CO[C@@H]1CN(C)C(=O)c2cc(NS(=O)(=O)c3ccc(F)cc3)ccc2OC[C@@H](C)NC[C@@H]1C	-1	-6	-1	-1	0	-1	-1	18
C[C@H]1CN([C@@H](C)CO)C(=O)c2c(c3ccccc3n2C)-c2ccccc2CO[C@H]1CN(C)Cc1ccc(C(F)(F)F)cc1	-21	·	·	·	-15	·	2	-2
O=C(Nc1ccccc1)N1C[C@H]2[C@@H](c3ccccc31)[C@@H](CO)N2Cc1cocn1	-3	24	-3	2	-73	-12	-3	1
Cc1cccc(C(=O)NCCCNC(=O)c2cccnc2)c1	0	·	0	-2	11	-1	-5	·
O=C(NC[C@@H]1[C@H](c2ccccc2)[C@H](CO)N1CC1CCCC1)C1CC1	-1	·	·	·	-12	·	13	-14
CCOc1cc(/C=C2\SC(=Nc3ccc(CC)cc3)NC2=O)ccc1OCC(=O)O	-5	-1	·	·	15	·	5	·
COCCNc1nc(CSc2ccccc2)nc2sc(C)c(C)c12	-18	-4	·	·	6	·	-3	·
O=C(N/C(=C\c1ccccc1)C(=O)N1CCCCC1)c1ccco1	8	·	-1	-4	5	2	0	·
CN1c2ccc(-c3cccc(C#N)c3)cc2[C@@H]2[C@@H](CCN2C(=O)CC2CC2)[C@@H]1CO	-13	-8	7	8	9	-20	19	-2
CCCC#Cc1ccc2c(c1)O[C@H](CN(C)C)[C@H](C)CN([C@H](C)CO)S2(=O)=O	10	-5	2	-1	13	15	-5	-6
Nc1ccc(-c2cnc3ccccc3n2)cc1	·	·	0	-4	-81	-2	·	-1
O=C(N/N=C/c1cccc([N+](=O)[O-])c1)c1ccc(CN2CCOCC2)cc1	0	6	-4	8	-96	·	-7	·
Cc1ccccc1S(=O)(=O)N1CCCCN2[C@@H](CO)[C@H](c3ccc(-c4cccnc4)cc3)[C@@H]2C1	-1	-2	2	4	-21	-8	0	5
C[C@@H]1CN([C@@H](C)CO)C(=O)c2cc(NS(=O)(=O)c3ccc(Cl)cc3)ccc2O[C@@H](C)CCCCO[C@@H]1CN(C)C(=O)Nc1ccccc1	8	·	3	0	0	·	7	-9
CC(C)OC(=O)Nc1ccc(-c2ccc(NC(=O)OC(C)C)cc2Cl)c(Cl)c1	-7	-17	2	5	-56	-22	4	·
COC(=O)CC#N	1	·	0	3	·	10	-4	-1
O=C(NCc1ccc(F)cc1)c1cc(-c2ccncc2)nc2ccccc12	-9	-2	1	5	24	-12	5	0
N#C/C(=C\c1ccc(N2CCCCC2)o1)C(=O)Nc1cccc(Br)c1	-9	-7	·	·	-21	·	-101	·
COCCNC(=O)C1CC(=O)N(C2CCCC2)C1 (stereo not given)	·	1	11	-9	·	11	·	-2
O=C(O)c1ccc2c(c1)N(Cc1ccccc1)C(=O)c1ccccc1S2=O (stereo not given)	35	·	0	1	4	1	8	-2
Cn1c(N)c(C(=O)COC(=O)c2ccccc2C(=O)c2ccc(Cl)cc2)c(=O)n(C)c1=O	-10	6	4	-1	24	3	-8	-35
CC(C)Nc1ncnc2c1cnn2Cc1ccc(Cl)cc1	-12	1	0	-6	1	-1	39	-9
OC[C@@H]1[C@@H](c2ccc(C3=CCCC3)cc2)[C@@H]2CN(CCC(F)(F)F)CCCCN12	·	6	0	0	-17	·	·	2
COc1cccc(CNS(=O)(=O)c2c(C(=O)N3CCCCCC3)c(C)n(C)c2C)c1	13	2	0	-3	11	11	-1	1
CCCCN(C(=O)c1cc(Cl)nc2ccccc12)c1c(N)n(CCC)c(=O)[nH]c1=O	-1	·	-1	0	-19	2	6	-5
CCOC(=O)c1sc(NC(=O)CSc2nnnn2-c2ccc(C)cc2)c(C(=O)OCC)c1C	-16	2	-3	2	·	·	·	-11
COCC#Cc1cnc2c(c1)C(=O)N([C@H](C)CO)C[C@H](C)[C@H](CN(C)C(=O)Nc1cccc(F)c1)O2	0	-2	-3	2	·	-15	-9	5
NC(=O)c1ccsc1NC(=O)CN1CCN(S(=O)(=O)c2ccccc2C(F)(F)F)CC1	-9	4	-2	3	17	-27	13	2
CCOC(=O)N1CCN(C(=S)Nc2ccccc2C)CC1	13	-4	-2	4	-8	·	9	4
N/C(=N\OC(=O)c1ccc(Br)cc1)c1cccc([N+](=O)[O-])c1	10	-6	-2	4	-77	-4	15	5
NC(=O)c1ccsc1NC(=O)CN1C(=O)NC2(CCCCC2)C1=O	·	6	-1	7	12	-3	·	·
Cc1ccc(-c2nc(Nc3ccccc3)n[nH]2)cc1	·	-4	0	3	-177	·	·	-7
COc1cc(C(=O)OCc2ccccc2C#N)ccc1OCC(=O)N1CCOCC1	4	2	-1	-2	-1	16	16	4
CCN1C(=C(C#N)C#N)C=Cc2cc(C)ccc21	7	-5	·	·	-4	-3	-12	-11
COc1ccccc1NC(=O)NNC(=O)c1ccc2ccccc2c1O	4	-2	-5	-3	6	0	13	5
Cc1ccc(OCC(=O)c2cc(C)n(C)c2C)c([N+](=O)[O-])n1	34	-23	1	-2	-36	3	·	·
Cc1ccccc1C(=O)N1N=C(c2cccc(NS(C)(=O)=O)c2)CC1c1cccs1 (stereo not given)	-9	-6	1	-1	0	-8	-12	7
COc1ccc(C(C(=O)NC(C)(C)C)N(Cc2ccco2)C(=O)CCC(=O)Nc2ccccn2)cc1 (stereo not given)	-6	-20	3	-1	-5	-5	-12	·
CC1=C(C(=O)N2CCOCC2)C(c2ccccc2F)C2=C(CCCC2=O)N1 (stereo not given)	-21	-4	1	-2	·	-8	-3	-9
O=C(c1cc(-c2ccc(Br)cc2)on1)N1CCCC1	7	·	-2	-1	-176	-13	13	·
C=CCn1c(SCC(=O)NC2(C#N)CCCCC2)nnc1-c1ccncc1	4	-9	1	-5	15	1	14	·
CCOc1ccc(S(=O)(=O)N(C)c2ccc(OCC(=O)NCCc3ccc(OC)cc3)cc2)cc1	-7	0	0	7	16	1	-7	-16
Cc1c(C2Nc3ccccc3NC3=C2C(=O)CC(C)(C)C3)cnn1C (stereo not given)	·	2	-4	0	9	2	·	5
CC(C)=CCN1CCN(Cc2cnc(C)s2)CC1CCO (stereo not given)	-1	7	0	-3	11	-4	-11	2
CCCC#Cc1ccc2c(c1)O[C@H](CN(C)C(=O)CC1CC1)[C@@H](C)CN([C@@H](C)CO)S2(=O)=O	-14	1	-3	0	·	34	8	3
COc1ccccc1OCCCCOc1ccccc1F	·	-12	0	2	·	-21	·	-13

Following part:
SMILES	GSIS activator	ARNT-TACC3 inh	Cneo AK release	PglD DTNB	PAX8 inh HTS	Statin myotox sup	LGR2 inh	PGC1a acetyl inh
O=C(NCC1OCCc2ccccc21)c1ccc(NC(=O)c2ccc(Cl)cc2)cc1 (stereo not given)	249*	-5	-2	0	34	·	11	4
CC(C)Cc1cc(C(=O)N2CCCC(CCC(=O)N(C)CCc3ccccn3)C2)no1 (stereo not given)	-9	-6	5	1	16	-6	14	1
COc1c(Cl)c(=O)oc2ccc(Cl)cc12	-1	·	-1	6	-10	·	4	·
O=C(CSc1nc2ccccc2c(=O)n1-c1ccc(OC(F)F)cc1)NCc1cccs1	6	-1	-1	-1	15	2	-5	·
CCCCC(NS(=O)(=O)c1ccc(OC)cc1)C(=O)O (stereo not given)	·	-8	0	-2	7	20	·	5
Cc1cc(C)cc(NC(=O)CCc2nc3ccccc3[nH]2)c1	·	-5	1	2	4	-8	·	0
CC(C)NC(=O)N(C)C[C@@H]1OCCCC[C@@H](C)Oc2ccc(NC(=O)NC3CCCCC3)cc2C(=O)N([C@@H](C)CO)C[C@H]1C	-1	16	-1	-1	-8	58	-7	-2
COc1ccc(NC(=O)C2=Cc3ccccc3OC2)cc1	-7	3	·	·	-74	-5	38	-9
CCOC(=O)CN(C)C(=O)CCc1nnc(-c2ccc(-c3ccccc3)cc2)o1	-4	-2	2	-1	-32	-4	-12	-5
N#Cc1cnn2c(-c3ccccc3)ccnc12	0	-2	4	5	·	-7	-4	·
Cc1ccc(S(=O)(=O)Nc2ccc3c(c2)C(=O)N([C@H](C)CO)C[C@@H](C)[C@H](CN(C)Cc2ccc(Oc4ccccc4)cc2)O3)cc1	-2	·	·	·	19	-10	10	4
O=C(Oc1c(Cl)cc(Cl)c2cccnc12)c1cccs1	-15	1	-20	0	52	44	·	-1
Cc1cc(NC(=O)C2CCCN(S(=O)(=O)c3c(C)noc3C)C2)no1 (stereo not given)	-6	-4	1	-2	20	-6	-25	-10

Of the compounds above, 5 contain a furan ring, fused or not.
SMILES	GSIS activator	ARNT-TACC3 inh	Cneo AK release	PglD DTNB	PAX8 inh HTS	Statin myotox sup	LGR2 inh	PGC1a acetyl inh
O=C(COC(=O)c1ccc(Br)o1)Nc1ccc(F)cc1[N+](=O)[O-]	25	-6	0	3	2	-3	30	5
CCCCc1ccc(NC(=O)CSc2nnc(CNC(=O)c3ccco3)o2)cc1	-27	-8	3	-2	-4	9	-2	-4
O=C(N/C(=C\c1ccccc1)C(=O)N1CCCCC1)c1ccco1	8	·	-1	-4	5	2	0	·
N#C/C(=C\c1ccc(N2CCCCC2)o1)C(=O)Nc1cccc(Br)c1	-9	-7	·	·	-21	·	-101	·
COc1ccc(C(C(=O)NC(C)(C)C)N(Cc2ccco2)C(=O)CCC(=O)Nc2ccccn2)cc1 (stereo not given)	-6	-20	3	-1	-5	-5	-12	·
